From PubChem BioAssay
NCI-60 one-dose screen, 48 h, at 10 µM unless noted. Numbers give growth in % (100 = growth as untreated, 0 = no growth, -100 = all killed).
A549/ATCC: A549/ATCC NSCLC | actives 3.7% (n = 81,000) | AID 1794740
EKVX: EKVX NSCLC | actives 3% (n = 71,000) | AID 1794765
RPMI-8226: RPMI-8226 leukemia cells | actives 7.5% (n = 77,000) | AID 1794781
MDA-MB-435: MDA-MB-435 melanoma; AID 1794794; actives 7.8% (n = 82,000)
HOP-92: HOP-92 NSCLC cells | actives 6.3% (n = 71,000) | AID 1794738
M14: M14 melanoma | actives 6.2% (n = 80,000) | AID 1794745
HOP-62: HOP-62 NSCLC; actives 3.9% (n = 80,000)
CCRF-CEM: CCRF-CEM leukemia; actives 7% (n = 77,000)
Numbers without * were called inactive; x = not tested or not shown; & = joins results of further samples. How the source made its calls: active means growth percent below 10; inactive means the rest.

nr	canonical_smiles	A549/ATCC	EKVX	RPMI-8226	MDA-MB-435	HOP-92	M14	HOP-62	CCRF-CEM
1	Nc1nc(-c2ccc(C(F)(F)F)cc2)nn1-c1nc2ccccc2s1	102	94	99	102	105	101	99	103
2	N#Cc1ccc(Cn2c(-c3nonc3N)nc3ccccc32)cc1	87	x	72	42	80	88	83	90
3	Cc1ccc(C)c(C2=NN(c3ccc(S(=O)(=O)NC(=O)NCc4ccccc4)cc3)C(c3ccc(Cl)cc3)C2)c1 (stereo not drawn)	x	x	97	103	x	92	99	x
4	CSc1nc(Nc2cccc(NC(=O)/C(C#N)=C/c3ccc(N(C)C)cc3)c2)c(C#N)c(-c2cccc([N+](=O)[O-])c2)n1	102	94	101	103	97	100	91	92
5	O=C(c1ccc(OCCN2CCCCC2)cc1)c1c(-c2ccc(OS(=O)(=O)c3ccc(C(F)(F)F)cc3)cc2)sc2cc(OS(=O)(=O)c3ccc(C(F)(F)F)cc3)ccc12	83	87	84	100	73	99	90	77
6	CCCCC(CC)C(C(C)=O)N(C)C (stereo not drawn)	121	116	95	111	82	107	98	98
7	Cc1ccc(S(=O)(=O)N2C/C(=C\c3cc(F)cc(F)c3)C(=O)/C(=C/c3cc(F)cc(F)c3)C2)cc1	28	x	-15*	-77*	x	-50*	-60*	-9.4*
8	CC(O)CCC1CCCO1 (stereo not drawn)	85	106	91	110	90	104	96	95
9	Cc1c(C)c2ccc(O)c(NC(=O)Nc3ccccc3)c2oc1=O	100	x	97	98	78	103	97	x
10	CN(C)c1cccc([N+](=O)[O-])c1	108	106	93	120	86	104	98	89
11	Cc1ccc(-c2nc(SCC(=O)c3ccc(Cl)cc3)[nH]c(=O)c2C#N)cc1	95	95	113	97	87	92	103	118
12	O=C(Cn1nncc1CN1C(=O)CSC1=O)Nc1ccc([N+](=O)[O-])cc1	102	100	105	106	127	103	108	112
13	COc1cc(C(=O)CCN(C)C)cc(OC)c1OC	105	98	98	108	119	100	98	92
14	CN(C)c1nc(N)nc(Nc2ccc(Br)cc2)c1N=O	91	82	90	106	74	101	104	88
15	COc1ccc2c(Nc3ccc(NS(C)(=O)=O)cc3)c3ccccc3nc2c1	-71*	6.8*	1.1*	-11*	-17*	-54*	-1.0*	11

An excerpt of these results, with one line to a screen.
[2] N#Cc1ccc(Cn2c(-c3nonc3N)nc3ccccc32)cc1
[3] Cc1ccc(C)c(C2=NN(c3ccc(S(=O)(=O)NC(=O)NCc4ccccc4)cc3)C(c3ccc(Cl)cc3)C2)c1 (stereo not drawn)
[4] CSc1nc(Nc2cccc(NC(=O)/C(C#N)=C/c3ccc(N(C)C)cc3)c2)c(C#N)c(-c2cccc([N+](=O)[O-])c2)n1
[5] O=C(c1ccc(OCCN2CCCCC2)cc1)c1c(-c2ccc(OS(=O)(=O)c3ccc(C(F)(F)F)cc3)cc2)sc2cc(OS(=O)(=O)c3ccc(C(F)(F)F)cc3)ccc12

screen / no.,2,3,4,5
A549/ATCC,87,x,102,83
EKVX,x,x,94,87
RPMI-8226,72,97,101,84
MDA-MB-435,42,103,103,100
HOP-92,80,x,97,73
M14,88,92,100,99
HOP-62,83,99,91,90
CCRF-CEM,90,x,92,77

(further entries)
nr	canonical_smiles	A549/ATCC	EKVX	RPMI-8226	MDA-MB-435	HOP-92	M14	HOP-62	CCRF-CEM
16	c1cnc2cc3oc4ccccc4c3nc2c1	106	92	102	107	106	106	100	103
17	Cc1cc[n+](C)cc1C	98	101	102	109	96	110	115	101
18	FC(F)(F)c1[nH]ncc1-c1nc2ccc3n[nH]c(C#Cc4cccnc4)c3c2c2c1CCCC2	27	30	48	48	72	27	36	25
19	CCOC(=O)c1cc(-c2ccc(Cl)cc2)[nH]c1NNC(C)=O	125	99	114	90	57	x	x	88
20	O=C(/C=C\c1cc(Br)ccc1O)/C=C/c1cc(Br)ccc1O	-8.7*	8.9*	0.2*	-48*	-40*	-52*	-57*	x
21	Fc1c(F)c(F)c(Br)c(F)c1F	100	115	102	112	x	102	106	97
22	CCOC(=O)c1ccc(NC(=O)Nc2nncs2)cc1	19	x	6.5*	-41*	58	4.0*	26	7.5*
23	CN=C(NC#N)NCCSCc1nc[nH]c1C	108	81	112	101	106	100	100	112
24	O=[N+]([O-])c1ccc(NS(=O)(=O)c2ccccc2)c2ccccc12	57	38	12	37	2.0*	41	51	40
25	CCC(C)C1CCCCC1O (stereo not drawn)	101	122	101	117	96	x	96	111
26	O=C(CSc1nnc(-c2ccncc2)n1-c1ccccc1)c1ccc(Cl)cc1	89	90	71	95	73	101	93	84
27	COc1cc(OC)cc(C2C3=C(COC3=O)Nc3cc(OC)ccc32)c1 (stereo not drawn)	17	54	x	-30*	53	3.8*	22	20
28	O=C1CCC(C(=O)NN(c2ccccc2)c2ccccc2)N1 (stereo not drawn)	103	102	18	94	70	12	101	22
29	COc1ccccc1[C@H]1c2[nH]c3ccccc3c2C[C@H]2C(=O)N(CCCCCCC(=O)NO)CC(=O)N12	76	75	-1.7*	45	x	36	50	5.2*
30	O=C(Nc1nc2ccccc2s1)Nc1ccc([N+](=O)[O-])cc1Cl	-53*	90	37	40	x	80	110	58
31	O=C1C=CC(=Nc2ccc(O)c(Cl)c2)C=C1	106	121	99	115	82	106	92	92
32	CCOC(=O)c1c(NCC(=O)Nc2ccc(Cl)cc2)sc(C(C)=O)c1C	103	75	98	98	94	99	92	118
33	CCc1cccc(Nc2ccn(CC(=O)NCCC(C)C)c(=O)c2)c1	100	x	109	98	102	106	104	105
34	CCOC(=O)C(C(=O)Nc1ccc2c(c1)OC(OCc1ccc(C(=N)N)cc1)C(=O)N2C)c1ccccc1 (stereo not drawn)	100	100	91	102	92	99	97	96
35	Cc1nc(N)nc(Nc2ccc(CCO)cc2)c1Br	99	98	110	101	104	99	100	111
36	NC(=O)CSc1nc2ccccc2c(=O)n1CCc1ccccn1	101	x	103	91	97	110	113	103
37	NNc1nc(Nc2ccccc2)nc(Nc2ccc(S(N)(=O)=O)cc2)n1	109	98	107	110	120	x	104	98
38	CC(C(=O)c1ccccc1)[N+](C)(C)Cc1ccccc1 (stereo not drawn)	100	90	98	98	92	95	86	98
39	Cc1ccc(-c2nc(/C=N/Nc3cc(C)nc4ccc(Br)cc34)c(C)o2)cc1	-56*	2.6*	-38*	-95*	19	-50*	98	-42*
40	O=C(OC(CC(F)F)c1ccc2ccccc2c1)c1ccccn1 (stereo not drawn)	95	103	108	99	90	109	115	109
41	O=C(NCc1ccc(Cn2c(=O)sn(-c3ccccc3)c2=O)cc1)OCc1ccc2c(Cl)cc(Cl)c(O)c2n1	77	96	78	82	92	70	49	49
42	O=C(NCCNc1nccc(-c2c(-c3cccc(O)c3)nc3sccn23)n1)Nc1cccc(C(F)(F)F)c1	39	91	-4.8*	-3.0*	54	-22*	83	23
43	CC(=O)NCCCCN1CCCCC1	99	99	107	104	112	107	96	101
44	CCOC(=O)c1nnc2c(Cc3ccccc3)nc3ccccc3n12	103	98	94	101	93	110	101	x
45	CCOC(=O)n1cnc2c(Cl)ncnc21	103	106	116	111	95	101	136	109

Compound profiles (already shown). Order of values: A549/ATCC, EKVX, RPMI-8226, MDA-MB-435, HOP-92, M14, HOP-62, CCRF-CEM
CCOC(=O)c1c(NCC(=O)Nc2ccc(Cl)cc2)sc(C(C)=O)c1C is listed as 103, 75, 98, 98, 94, 99, 92, 118
CC(=O)NCCCCN1CCCCC1 is listed as 99, 99, 107, 104, 112, 107, 96, 101

Carrying on:
nr	canonical_smiles	A549/ATCC	EKVX	RPMI-8226	MDA-MB-435	HOP-92	M14	HOP-62	CCRF-CEM
46	Cc1ccc(-c2cc(-c3cccc(OCC(=O)O)c3)[nH]c(=O)c2C#N)cc1	100	97	108	104	110	98	110	99
47	O=C(Nc1ccc(Nc2ccncc2)cc1)c1ccc(Nc2ccnc3ccc([N+](=O)[O-])cc23)cc1[N+](=O)[O-]	35	50	78	63	x	93	127	99
48	CCN(CC)C(=O)N1CCN(C)CC1	x	99	100	102	121	92	104	100
49	COc1cc(NC(=O)CN2CCN(c3cc(=O)n(-c4ccccc4)c4ccccc34)CC2)cc(OC)c1OC	102	99	108	106	x	109	108	104
50	Oc1ccc(SCCCCCCSc2ccc(O)cc2)cc1	59	100	59	75	73	49	94	39
51	O=C1/C(=C/c2cc3cc4c(cc3nc2Cl)OCCO4)SC(=S)N1CCc1ccc(O)cc1	99	94	86	88	89	98	98	41
52	Nc1ccc(-c2ccc3ncnc(N4CCc5cc(F)c(Cl)cc54)c3c2)cn1	14	-29*	6.2*	28	1.3*	14	38	11
53	COC(=O)c1ccc(NN)cc1	75	106	x	104	72	97	87	47
54	Oc1ccc(-c2[nH]c3ccccc3c2-c2nc3ccccc3o2)cc1	58	83	87	0.5*	68	25	68	x
55	CN1C(=O)CS/C1=N\NC(=O)Cn1nc(-c2ccccc2)ccc1=O	111	104	104	103	x	113	107	102
56	O=c1[nH]c2ccccc2cc1CN1CCN(c2nccc(-c3ccc4ccccc4c3)n2)CC1	90	100	86	94	86	104	101	99
57	Cc1ccc(C(=O)CSc2nnc(-c3cnccn3)n2-c2ccccc2)cc1	80	103	87	109	37	84	89	91
58	CCCCCC1=C(C)C=C(C)CC1(C)C[N+](C)(C)C (stereo not drawn)	90	96	71	87	86	88	97	104
59	O=C(N/N=C/c1cccc2ccccc12)c1ccc2cccc(O)c2n1	99	87	102	94	107	106	102	93
60	CCCCC(CC)COC(=O)CSC1=C(C)C(=O)c2ccccc2C1=O (stereo not drawn)	107	99	57	103	79	96	109	93

Overlap with the part before: 3 compounds, then new ones.
nr	canonical_smiles	A549/ATCC	EKVX	RPMI-8226	MDA-MB-435	HOP-92	M14	HOP-62	CCRF-CEM
58	CCCCCC1=C(C)C=C(C)CC1(C)C[N+](C)(C)C (stereo not drawn)	90	96	71	87	86	88	97	104
59	O=C(N/N=C/c1cccc2ccccc12)c1ccc2cccc(O)c2n1	99	87	102	94	107	106	102	93
60	CCCCC(CC)COC(=O)CSC1=C(C)C(=O)c2ccccc2C1=O (stereo not drawn)	107	99	57	103	79	96	109	93
61	O=c1cc(-c2ccccc2)oc2cc(O)ccc12	91	104	122	109	108	107	106	111
62	Cn1c(O)c(C(=Nc2ccccc2N)c2ccccc2)c(=O)n(C)c1=O	105	115	96	109	103	93	92	98
63	CCCCCCCCCCCCCCCC(=O)Nc1ccn(CC#CCO)c(=O)n1	106	101	102	98	108	53	89	65
64	Cc1ccc(S(=O)(=O)N(C)C2c3ccccc3Oc3ccccc32)cc1C	81	81	73	109	47	83	80	88
65	Cn1c(=O)cc2c3c(c(NCCCO)ccc31)C(=O)c1ccccc1-2	34	73	55	44	75	55	44	48
66	O=C(CCCCCCN1CC(=O)N2[C@@H](c3ccc(Cl)c([N+](=O)[O-])c3)c3[nH]c4ccccc4c3C[C@H]2C1=O)NO	108	99	70	93	86	87	97	64
67	O=c1oc2ccc(-c3ccc(F)cc3F)cc2c(=O)n1-c1ccc(F)c(F)c1	8.0*	9.2*	-19*	3.4*	-21*	x	18	16
68	CC1=C(C)Cc2c(OC(=O)c3ccccc3)ccc(OC(=O)c3ccccc3)c2C1	111	93	109	107	x	109	105	107
69	COc1ccc(CCNC(=O)c2cccc(Cl)c2)cc1OC	99	101	88	104	116	99	109	90
70	O/N=C/c1ccc(Cl)cc1Cl	165	99	123	104	82	104	106	134
71	COc1cc2c(C#N)n3c(c2cc1OC)C(=O)C(c1ccccc1)Oc1ccccc1-3 (stereo not drawn)	12	x	29	55	x	45	54	17
72	CCCCOc1nc2ccc(C)cc2cc1/C=C/C(=O)/C=C/c1ccc(Cl)cc1	72	108	31	70	100	103	103	112
73	COc1ccc(/C(=C\c2ccccc2)C(=O)O)cc1	96	107&110	107&80	102&97	86&122	112&111	x	110&63
74	O=C(CI)NC(Cc1ccccc1)C(=O)O (stereo not drawn)	102	118	113	110	93	106	x	87
75	COc1ccc(-c2c(C#N)c(N)nn2-c2ncc(C#N)c(N)n2)cc1	99	99	110	108	102	97	109	105
76	Fc1ccc(-c2nnc(COc3ccc(Cl)cc3Cl)o2)cc1	77	102	90	110	x	100	97	100
77	COC(=O)C(Cc1ccccc1)NC(=O)NC(=O)NC(=O)CI (stereo not drawn)	100	103	x	24	-26*	35	102	-51*
78	O=[N+]([O-])c1ccc(-c2cc3c(Nc4ccc(Sc5nc6ccccc6s5)c(Cl)c4)ncnc3s2)cc1	18	40	x	31	57	35	36	35
79	COc1ccc(NC(=O)Cn2c(/C=C/c3ccc(N(C)C)cc3)nc3ccccc3c2=O)cc1	15	71	57	54	-2.5*	81	39	91
80	O=C(N/N=C/c1ccc(F)cc1)c1ccccc1Nc1ccnc(C(F)(F)F)c1	111	103	75	91	84	107	91	78
81	O=C(Nc1ccc(NS(=O)(=O)c2ccccc2)c(Cl)c1)c1ccccc1	103	116	x	100	62	103	107	81
82	Cc1ccc(S(=O)(=O)Nc2ccc3ncccc3c2)cc1	71	86	50	90	73	100	95	73
83	C/C=C/C=C1/OC(C)=C(C(C)=O)C1=O	107	98	103	103	114	105	100	79
84	Clc1ccc(N/N=C(/c2ccccc2)c2ccccn2)nc1	32	18	29	57	51	29	x	14
85	Oc1ccc(/C=N/N=C(/c2ccccc2)c2ccc3nc(-c4ccc(O)cc4)[nH]c3c2)cc1	94	99	35	94	98	63	95	35
86	COc1cccc(/C=N/NC(=S)NC2CC3CCC2C3)c1O (stereo not drawn)	44	x	47	76	56	56	40	29
87	O=C(CCCCCCCCC(=O)Nc1cccc(C2=NCCN2)c1)Nc1cccc(C2=NCCN2)c1	97	105	79	99	91	97	102	98
88	COC(=O)[C@@H](OC(=O)NS(=O)(=O)N(c1ccc(F)cc1)C1CCN(C(=O)OC(C)(C)C)CC1)C(C)C	x	99	x	105	71	101	94	77
89	Cc1nc2sccn2c1/C=N/N1CCNC1=O	100	95	63	95	114	103	99	79
90	C=C(C)[C@@H]1CC[C@]2(C(=O)NC(C)=O)CC[C@]3(C)[C@H](CC[C@@H]4[C@@]5(C)CCCNC(C)(C)[C@@H]5CC[C@]43C)[C@@H]12	27	69	-30*	-89*	56	-65*	56	1.2*
91	O=C(OCc1ccccc1)c1ccccc1	87&95	104&101	100	112&105	90	91&104	91&95	104
